# CHO-K1 Ca antag – M1 antagonist counterscreen hit in parental CHO-K1 cells | 360,000 tested, 0.6% active | ATP-induced calcium, Fluo-8 fluorescence | inhibition, % at 3 µM;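 active = inhibition above a per-plate cutoff, the plate's mean sample inhibition plus 3 SD, cut at about 24% in these data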;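 note: 0% = DMSO plus EC80 ATP and 100% = DMSO alone without ATP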
# M1 antag – human CHRM1 antagonism. CHO-K1 hM1, Fluo-8 calcium fluorescence, ACh EC80 antagonist. inhibition, % at 3 µM. 360,000 tested, 1.3% active. AID 588852;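 active = percent inhibition above its own plate's cutoff, namely the mean of that plate's compound wells plus 3 SD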;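 note: peak over basal fluorescence ratio during 140 s after agonist addition; 0% = ACh EC80 plus DMSO and 100% = DMSO alone without agonist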
# Target sequence (P11229 whole entry, looked up): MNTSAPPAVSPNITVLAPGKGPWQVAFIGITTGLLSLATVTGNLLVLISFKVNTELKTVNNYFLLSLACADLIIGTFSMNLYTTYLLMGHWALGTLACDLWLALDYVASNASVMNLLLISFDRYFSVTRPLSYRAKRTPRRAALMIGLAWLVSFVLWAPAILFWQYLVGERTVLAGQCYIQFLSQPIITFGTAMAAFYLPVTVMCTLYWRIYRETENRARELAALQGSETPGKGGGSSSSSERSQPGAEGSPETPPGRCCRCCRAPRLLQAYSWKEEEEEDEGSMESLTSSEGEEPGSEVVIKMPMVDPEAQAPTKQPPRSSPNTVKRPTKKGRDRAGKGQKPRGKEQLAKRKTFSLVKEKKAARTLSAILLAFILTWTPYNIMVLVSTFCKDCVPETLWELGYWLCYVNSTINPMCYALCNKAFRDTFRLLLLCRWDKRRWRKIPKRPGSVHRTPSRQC
# M1 ag – agonists of human M1 muscarinic receptor. activation, % at 3 µM. AID 588814. 360,000 tested, 0.33% active. P11229. CHO-K1 hM1, Fluo-8 calcium fluorescence, agonist mode; 0% DMSO, 100% acetylcholine EC100;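 active = activation above the run's mean compound activation plus 3 SD, cut at about 16% in these data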;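 note: peak over basal fluorescence ratio within a 140 s kinetic read after compound addition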
# OXTR potentiator – potentiates the human oxytocin receptor response. CHO-OTR cells, Fluo-8 calcium fluorescence, potentiator mode; 0% = oxytocin EC15, 100% = EC100. activation, % at 3 µM. 320,000 tested, 0.061% active. AID 2445;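 active = activation above that plate's cutoff, the mean activation of tested compounds plus 3 SD, cut at about 6.6% in these data, passing the limit was not always enough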;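 note: 100% uses oxytocin at 75 nM as the full agonist control; some results filed as inactive read as strong as hits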
# Target sequence (P30559 whole entry, looked up): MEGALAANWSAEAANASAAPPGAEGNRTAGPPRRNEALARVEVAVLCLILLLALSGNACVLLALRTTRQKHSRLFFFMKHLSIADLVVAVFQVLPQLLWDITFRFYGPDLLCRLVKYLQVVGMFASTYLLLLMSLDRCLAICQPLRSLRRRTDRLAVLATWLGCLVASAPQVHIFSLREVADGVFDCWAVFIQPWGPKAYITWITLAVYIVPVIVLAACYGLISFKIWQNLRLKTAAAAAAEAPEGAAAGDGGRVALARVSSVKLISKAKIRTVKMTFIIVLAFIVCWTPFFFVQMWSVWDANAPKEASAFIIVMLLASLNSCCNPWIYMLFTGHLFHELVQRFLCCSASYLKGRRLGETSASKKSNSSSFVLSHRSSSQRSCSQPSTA
#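 assay system = CHO-OTR cells, human receptor | schedule = compound 6 min at room temperature before oxytocin, 100 s read | detection = Fluo-8 intracellular calcium fluorescence, ex 470-495, em 515-575 nm | evaluation = normalized max/min fluorescence ratio, % activation | control set = EC15 oxytocin alone as 0%, 75 nM oxytocin (EC100) as 100%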
# CHO-K1 Ca ag – M1 agonist counterscreen hit in parental CHO-K1 cells; activation, % at 3 µM; 360,000 tested, 0.48% active; AID 602248; Fluo-8 calcium fluorescence; scaled to maximal ATP response, vehicle zero; in the data active = activation above about 15%;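 note: untransfected CHO-K1 host cells lacking M1 receptor as counterscreen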
# TAAR1 antag – human TAAR1 antagonism; Q96RJ0; 360,000 tested, 1.5% active; CHO RD-HGA16 TAAR1, Fluo-8 calcium fluorescence, antagonist; inhibition, % at 3 µM;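 active = inhibition above a per-plate cutoff, the mean inhibition of test compounds on that plate plus 3 SD, cut at about 49% in these data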;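 note: 0% = DMSO plus EC80 beta-PEA response and 100% = DMSO alone without agonist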
#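 test system = CHO RD-HGA16 cells bearing hTAAR1 | replication = singlicate | controls = DMSO-only wells and EC80 β-PEA-stimulated wells | reagent = EC80 β-phenethylamine stimulus | read-out basis = percent inhibition of PEA-evoked calcium signal, max/basal emission ratio | schedule = seeding 17-24 h prior, 75-min 37 °C, 30-min RT dye loading | signal = kinetic Fluo-8 calcium fluorescence measurement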
# TAAR1 ag – human TAAR1 agonism. Q96RJ0. CHO RD-HGA16 TAAR1, Fluo-8 calcium fluorescence; vehicle wells 0%, saturating PEA agonist 100%. activation, % at 3 µM. 360,000 tested, 0.99% active. AID 624467;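 active = activation above the mean activation of all test compounds in the run plus 3 SD, cut at about 38% in these data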
#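 Assay system – CHO-derived RD-HGA16 cells with stable Gα16 and human TAAR1 · Compound dosing – one-point dosing at 3 µM (nominal) · Incubation – 17-24 h seeding, 75 min 37 °C dye, 30 min RT · Measured by – kinetic Fluo-8 calcium fluorescence · Control set – DMSO vehicle as 0%, PEA at EC100 as 100% · Repeats – single well for each compound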
# CHO parental Ca – counter-screen: ATP calcium response change in parental CHO cells. AID 463079. inhibition, % at 5.6 µM. 330,000 tested, 0.63% active. parental CHO-K1, ATP-induced calcium, Fluo-8 fluorescence;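 active = inhibition above that plate's mean sample inhibition plus 3 SD, cut at about 26% in these data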;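 note: 0% = ATP-challenged DMSO wells and 100% = DMSO wells without ATP; some compounds past the cut are filed as inactive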
#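 test system = CHO parental line | reagent = ATP stimulus | measured by = intracellular calcium via Fluo-8 no-wash fluorescent dye | control set = ATP and no-ATP DMSO wells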
# M1 PAM parental – M1 PAM counterscreen hit in parental CHO-K1 cells | AID 602247 | activation, % at 3 µM | ATP EC20, Fluo-8 calcium fluorescence; 0% at ATP EC20, 100% at ATP max | 360,000 tested, 0.02% active;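 active = activation above the run cutoff, the mean activation of all test compounds plus 3 SD, cut at about 40% in these data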;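 note: peak over basal fluorescence ratio in a 140 s read after ATP addition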
# The depositor's hits bear a star; . = not tested or not shown. Rows are unselected; 4.2% or so of the library scored in one or more.
SMILES,CHO-K1 Ca antag,M1 antag,M1 ag,OXTR potentiator,CHO-K1 Ca ag,TAAR1 antag,TAAR1 ag,CHO parental Ca,M1 PAM parental
CCC(CO)Oc1cc(NC(=O)c2ccccc2F)c2ncn(C(C)C)c2c1 (stereo not drawn),-11,-8,-1,-6,1.6,46,12,-4,3
O=C1NN(c2ccc(F)cc2)C(=O)/C1=C\C=C\c1ccco1,9,5,-3,-4,0.0,-16,7,-9,-4
COc1ccc(C)cc1N(CC(=O)NC(C)c1ccccc1)S(C)(=O)=O (stereo not drawn),-2,-10,-3,0,0.3,6,0,-11,-2
COC(=O)C1=C(C)Nc2ncnn2C1c1ccccn1 (stereo not drawn),-14,-7,-2,4,0.5,14,4,3,10
Cc1ccc(-c2n[nH]c(=O)c3ccccc23)cc1S(=O)(=O)Nc1ccc(F)cc1,-2,14,1,-7,7.4,28,5,-15,6
CN(Cc1ccc(-n2cccn2)cc1)Cc1nc(-c2cnccn2)no1,-9,-14,-3,-16,-0.2,-10,1,-9,11
O=C1NCCc2onc(-c3ccc(Br)cc3)c21,9,-33,-2,.,0.2,-17,7,.,-11
N#C/C(=C\c1ccccc1)c1n[nH]c(Cn2cncn2)n1,9,5,0,-7,0.1,-2,9,-15,-1
OCCC1CN(Cc2nc3ccccc3s2)CCN1C1CCCCC1 (stereo not drawn),-2,-8,-11,-4,0.8,-23,3,-10,22
Cn1c(N)c(C(=O)CSc2ccccn2)c(=O)n(C)c1=O,-3,-5,-5,-14,0.3,2,0,-5,12
Cc1ccc(S(=O)(=O)N2CCOCC2)cc1NC(=O)COc1ncnc2ccccc12,10,-4,-1,-5,-0.5,-9,1,-7,-11
Cc1[nH]c2ccccc2c1C(=O)C(=O)NC1CC1,2,0,-2,-1,1.0,-1,1,3,1
CC(=NNc1nc2ccccc2o1)c1ncccn1,31*,14,-2,.,2.6,33,5,.,-3
CCOC(=O)C1CCCN(C2CC(=O)N(c3ccc(C(C)C)cc3)C2=O)C1 (stereo not drawn),12,7,18*,-11,0.7,6,8,-15,-9
O=C(Nc1nc2c(s1)CN(Cc1ccccc1)CC2)C1CCC1,-12,46*,-8,-4,-0.1,-3,2,-22,6
COc1[nH]c(/N=C/c2ccccc2)c(C#N)c1C#N,-4,-12,1,-19,3.1,10,28,5,20
Cc1ccc(NC2CCCN(C(=O)c3cccc4nccnc34)C2)cc1C (stereo not drawn),-3,-5,-2,-7,0.8,-3,2,-6,3
Cc1ccc(NC(=O)c2cccc(-n3cnnn3)c2)cc1Cl,-7,-4,-3,0,4.8,1,34,-15,9
Cc1ccc(C(=O)Nc2ccnc(-c3cccnc3)n2)cc1,-11,18,-2,-4,0.3,8,10,3,11
CC(C)(C)n1nnnc1CN(Cc1ccc(F)cc1)Cc1ccco1,-11,-4,-3,-10,0.1,-2,-1,-36,11
CCOc1ccc2oc(=O)cc(CN3CCN(Cc4ccccc4)CC3)c2c1,-9,18,-10,1,1.4,2,5,-22,12
COc1ccc(CCOC(=O)CNC(=O)c2ccc(Cl)cc2Cl)cc1,0,0,0,-9,1.4,-34,-1,-15,21
CCNC(=S)NNC(=O)c1cccc(Br)c1,-20,-9,-5,-2,0.5,7,0,3,5
COC(=O)C(Cc1ccccc1)NC(=O)c1ccc(C)cc1 (stereo not drawn),6,-7,-9,-14,0.5,6,1,8,-6
CCOc1ccc(-n2c(C)nc3cc(C(=O)NCCCN4CCOCC4)ccc32)cc1,-5,-4,-5,-7,0.1,6,4,-31,12

# Overlap with the part before: 3 compounds, followed by the next part.
SMILES,CHO-K1 Ca antag,M1 antag,M1 ag,OXTR potentiator,CHO-K1 Ca ag,TAAR1 antag,TAAR1 ag,CHO parental Ca,M1 PAM parental
CCNC(=S)NNC(=O)c1cccc(Br)c1,-20,-9,-5,-2,0.5,7,0,3,5
COC(=O)C(Cc1ccccc1)NC(=O)c1ccc(C)cc1 (stereo not drawn),6,-7,-9,-14,0.5,6,1,8,-6
CCOc1ccc(-n2c(C)nc3cc(C(=O)NCCCN4CCOCC4)ccc32)cc1,-5,-4,-5,-7,0.1,6,4,-31,12
CC(C)C(NC(=O)c1c(F)cccc1F)C(=O)N1CCN(S(=O)(=O)/C=C/c2ccccc2)CC1 (stereo not drawn),-13,-6,-8,-2,0.4,-5,1,-31,6
Cn1c(Nc2ccc(Cl)cc2)cc(=O)n(C)c1=O,-11,-10,-1,3,0.1,-9,0,-5,19
COC(=O)[C@@]1(Cc2ccccc2)[C@H]2C(=O)N(Cc3ccccc3)C(=O)[C@H]2[C@H]2CN=C(SCC3CC3)N21,-11,-1,-4,.,3.1,18,2,-25,19
COC(=O)C(C)n1cnc2c(nnn2Cc2ccc(Cl)cc2)c1=O (stereo not drawn),-12,-6,-5,-2,1.6,-5,11,-3,0
Cc1ccc(OCC(=O)Nc2ccc(CN3CCOCC3)cc2)cc1C,-2,-8,-4,-6,2.8,-15,3,-10,7
COc1cc(NC(=O)c2cc3sccc3n2C)cc(OC)c1,-9,-9,-8,-3,-0.6,0,-2,-23,17
Cc1cc(C)n(CCN(C)C(=O)CCc2nnc(CCC3CCCCC3)o2)n1,-15,-6,-7,-3,1.6,-3,3,-13,21
Cc1cccc(C)c1-c1ccc(CN2C(CC(C)C)C(=O)N(Cc3cn(CCO)nn3)CCS2(=O)=O)cc1 (stereo not drawn),15,29*,-3,.,6.9,90*,34,.,4
COc1ccc(C(=O)NC2CC2)cc1OC1CCN(Cc2ccc(F)cc2F)CC1,6,24,-7,-7,-0.4,-7,2,-11,5
Cc1cc2nc(SCC(=O)Nc3nonc3C)c3c(c2cc1C)CCCC3,-5,4,-5,-2,1.1,8,14,1,13
O=C(O)c1cc(N=Cc2c(O)c3ccccc3oc2=O)ccc1O,7,-8,-2,.,0.3,-10,-1,.,-20
CN(C)/C=C(\C=O)c1c(Cl)cccc1Cl,-17,-8,-3,-5,0.4,22,-1,2,8
Cc1ccc2[nH]c(C(=O)Nc3ccc(F)cc3)cc2c1,2,-1,1,-5,13,4,2,11,1
O=C(COC(=O)C1CCCN1C(=O)c1cccs1)Nc1ccc2c(c1)OCO2 (stereo not drawn),-7,1,-4,-8,1.7,-6,4,-15,13
O=C(CN1CCCc2ccccc21)Nc1ccccc1[N+](=O)[O-],6,-9,-8,-6,-0.1,-24,-2,-15,-13
Cc1ccccc1NS(=O)(=O)c1ccc(C(=O)N2CCCCCCC2)cc1,-5,7,3,-16,4.7,35,17,-7,-14
Cc1[nH]c2ccc(C(=O)N3CCCCC3)cc2c1C,-7,-3,-5,3,0.0,-15,5,-21,12
O=C1c2ccccc2[C@@H]2C[C@@H](O)[C@H](Nc3cccc4ccccc34)CCN12,6,25*,-3,.,0.3,2,1,-12,-9
O=S(=O)(c1ccccc1)N1CCN(S(=O)(=O)N2CCCCC2)CC1,-17,-1,-5,-12,0.6,-8,17,1,22
CCCOc1ccc(S(=O)(=O)NCc2ccc(OC)cc2)cc1,-4,-27,1,-20,4.3,-7,1,4,12
CCCCOc1ccc(C(C)NC(=O)C2CCCN(S(=O)(=O)CC)C2)cc1 (stereo not drawn),-30,-7,-2,-3,1.6,-11,4,-12,19
Oc1ccc(-c2nc3ccccc3nc2-c2ccc(O)cc2O)c(O)c1,-5,1,0,.,1.0,7,6,.,4
COc1ccc(NC(=S)c2ccc(N(C)C)cc2)cc1,-1,-5,-6,3,0.6,-11,0,-4,11
CC(C)(C)CC(C)(C)Nc1c(-c2ccc(O)cc2)nc2cnccn12,-15,-7,-4,-4,1.2,17,7,-9,11
CC(=O)Cc1nsc(NC(=O)c2cccc(F)c2)n1,4,-10,-3,1,1.0,-8,1,4,1

# Entries of single compounds, quoted from the list. Order of values: CHO-K1 Ca antag	M1 antag	M1 ag	OXTR potentiator	CHO-K1 Ca ag	TAAR1 antag	TAAR1 ag	CHO parental Ca	M1 PAM parental
# Profile of `O=S(=O)(c1ccccc1)N1CCN(S(=O)(=O)N2CCCCC2)CC1` → -17	-1	-5	-12	0.6	-8	17	1	22
# Profile of `COC(=O)[C@@]1(Cc2ccccc2)[C@H]2C(=O)N(Cc3ccccc3)C(=O)[C@H]2[C@H]2CN=C(SCC3CC3)N21` → -11	-1	-4	.	3.1	18	2	-25	19
# Profile of `O=C(CN1CCCc2ccccc21)Nc1ccccc1[N+](=O)[O-]` → 6	-9	-8	-6	-0.1	-24	-2	-15	-13
# Profile of `CC(=O)Cc1nsc(NC(=O)c2cccc(F)c2)n1` → 4	-10	-3	1	1.0	-8	1	4	1

# Next entries.
SMILES,CHO-K1 Ca antag,M1 antag,M1 ag,OXTR potentiator,CHO-K1 Ca ag,TAAR1 antag,TAAR1 ag,CHO parental Ca,M1 PAM parental
CN(C)S(=O)(=O)c1ccc(N2CCCC2)c(C(=O)Nc2ccc(N3CCOCC3)cc2)c1,-10,-12,-6,-2,0.0,7,3,-1,12
C1=CCN(Cc2ccccc2)C1,-1,-24,-2,-6,0.2,-13,1,11,17
CC[C@@]12C(=O)N(c3ccccc3)C(=O)N1[C@H](c1ccc(OC)cc1)[C@@H]1C(=O)N(C(C)(C)C)C(=O)[C@@H]12,-7,-5,-7,-5,0.4,-14,8,-18,9
COC(=O)c1ccccc1OCCCN(C)C,27*,-6,-7,-6,-0.4,-11,6,6,-11
CCn1cc[n+](C)c1P(c1ccccc1)c1ccccc1,-3,3,-12,-9,1.9,-11,1,-7,16
COc1ccc(-c2csc3nc(C)n(-n4cccc4)c(=O)c23)cc1,-4,-12,0,-10,-0.3,1,2,-14,18
COc1ccc(S(=O)(=O)N(C)CC(=O)NCCN2CCOCC2)cc1,-5,-8,-1,-9,1.1,-7,2,2,-2
